GALK inh = inhibitors of human galactokinase. Purified GALK, Kinase-Glo residual ATP luminescence. 270,000 tested, 0.007% active. P51570. Potency, µM (doses to about 57.5 µM), inactives show at the highest dose activity change, negative = inhibition, hits mostly inhibitors; also: potency is read from the fitted curve at half-maximal effect
Target sequence (P51570 whole entry, looked up): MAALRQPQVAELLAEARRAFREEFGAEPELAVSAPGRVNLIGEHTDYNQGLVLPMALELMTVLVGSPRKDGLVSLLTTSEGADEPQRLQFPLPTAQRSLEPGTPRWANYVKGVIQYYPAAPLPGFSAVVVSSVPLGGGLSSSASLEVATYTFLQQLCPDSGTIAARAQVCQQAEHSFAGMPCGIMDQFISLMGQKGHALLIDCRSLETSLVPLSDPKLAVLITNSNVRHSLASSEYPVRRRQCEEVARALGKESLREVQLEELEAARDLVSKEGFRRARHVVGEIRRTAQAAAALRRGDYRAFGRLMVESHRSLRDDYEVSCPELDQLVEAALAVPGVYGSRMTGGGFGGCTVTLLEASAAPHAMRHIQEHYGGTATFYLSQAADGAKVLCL
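Human GALK (5 nM) with 35 uM ATP and 100 uM galactose in 20 mM HEPES pH 8.0, 5 mM MgCl2, 60 mM NaCl, 1 mM DTT, 0.01% BSA. After 1 h at room temperature, leftover ATP was read by Kinase-Glo Plus luminescence.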
KCNH2 WT inh = inhibitors of human wildtype KCNH2 potassium channel | U2OS, BacMam KCNH2, thallium flux FluxOr; stronger effect = lower value | activity change, % at 1.84 µM | 340,000 tested, 0.37% active;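 active = maximum activity change below -70%; inconclusive = maximum activity change between -70% and -50%; inactive = maximum activity change above -50%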
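U2OS cells were transduced with wild-type KCNH2 virus (2.03 x 10^8 / mL) for 4 h at room temperature, then cultured overnight at 37 C. Thallium flux was read with FluxOr dye. Rate constants were normalized to DMSO controls.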
USP2a inh = inhibitors of human ubiquitin-specific protease USP2a. O75604. 330,000 tested, 0.01% active. Potency, µM (top dose mostly 38.3 µM), without a hit: at the top dose activity change, negative = inhibition, actives largely listed as inhibitors. USP2 core, Ub-CHOP2 coupled fluorogenic reporter, 485/531;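 also: potency is read from the fitted curve at half-maximal effect; plate controls were DMSO wells for no effect and full inhibition by NEM control for full effect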
Target sequence (O75604 whole entry, looked up): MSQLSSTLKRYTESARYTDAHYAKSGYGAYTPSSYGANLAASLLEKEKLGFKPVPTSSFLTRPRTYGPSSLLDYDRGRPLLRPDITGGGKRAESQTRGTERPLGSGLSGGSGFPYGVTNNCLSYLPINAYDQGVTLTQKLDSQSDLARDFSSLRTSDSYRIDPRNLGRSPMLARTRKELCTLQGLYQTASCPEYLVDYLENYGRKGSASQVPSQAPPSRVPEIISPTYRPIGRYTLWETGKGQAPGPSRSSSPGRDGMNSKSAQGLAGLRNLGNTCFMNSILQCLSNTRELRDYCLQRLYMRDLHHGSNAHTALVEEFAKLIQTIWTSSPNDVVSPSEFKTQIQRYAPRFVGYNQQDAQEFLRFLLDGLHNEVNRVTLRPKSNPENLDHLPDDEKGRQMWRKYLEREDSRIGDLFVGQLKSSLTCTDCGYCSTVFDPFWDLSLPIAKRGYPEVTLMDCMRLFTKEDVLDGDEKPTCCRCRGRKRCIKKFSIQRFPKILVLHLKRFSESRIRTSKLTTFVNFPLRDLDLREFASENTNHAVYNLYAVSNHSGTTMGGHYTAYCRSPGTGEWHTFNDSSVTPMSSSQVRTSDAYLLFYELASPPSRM
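Cell-free coupled assay: 10nM USP2 core preincubated 30min RT with compound in Tris-HCl pH 8.0/CaCl2/CHAPS buffer, then 25nM Ub-CHOP2 and 25nM reporter substrate; fluorescence (Ex 485/Em 531) read after 60min RT, normalized to NEM inhibition, concentration-response curves fitted.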
KCNH2 3.1 inh = blocks the human KCNH2 3.1 channel isoform | activity change, % (tested at about 1.8 µM) | U2OS KCNH2 3.1, thallium flux FluxOr; stronger effect = lower value | AID 720553 | 340,000 tested, 0.95% active;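 active = maximum activity change below -70%; inconclusive = maximum activity change from -70% to -50%; inactive = maximum activity change above -50%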;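 also: thallium influx rate constant from kinetic fluorescence after stimulation buffer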
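Steps: virus added to U2OS suspension (4 h, RT, dark); medium with 10% FBS added, cells plated, 37 C overnight; FluxOr/Red40 loading buffer 45 min RT; stimulation buffer, 2 min kinetic read; rate constant normalized.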
PKM2 activator = increases activity of human pyruvate kinase M2. AID 1631. P14618. 260,000 tested, 0.34% active. Potency, µM (doses to about 57.5 µM), without a hit: at the highest dose activation, most hits filed as activators. purified PKM2, Kinase-Glo ATP luminescence, activation; response scale: 0% is enzyme alone, no compound; also: potency is read from the fitted curve at half-maximal effect; nearly all actives have a fitted effect of over 55% in size
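ATP formation by purified human PK-M2, quantified via coupled luciferase luminescence after 1 h at room temperature with 0.1 mM ADP and 0.5 mM PEP final.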
Eya2 inh = inhibitors of human Eya2 phosphatase activity; 330,000 tested, 0.006% active; recombinant Eya2, OMFP fluorescence dephosphorylation (OMFP is methylfluorescein phosphate); Potency, µM (doses to about 76.9 µM), for the others: at the highest dose activity, negative = inhibition, actives largely listed as inhibitors; AID 488837; also: potency is read from the fitted curve at half-maximal effect
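Eya2 (0.2 uM) preincubated 10 min at ambient with compound, then OMFP substrate added at 50 uM; 10 min reaction in 50 mM HEPES pH 7.5, 50 mM NaCl, 5 uM MgCl2, 0.05% BSA, 1 mM DTT. Fluorescence read at Ex 485/Em 525 nm.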
FBPA coupling cs = coupling enzyme interference in Giardia aldolase counter-screen; coupling enzyme system counterscreen, AmpLite Red fluorescence; activity change, negative = inhibition, % at 58.2 µM, hits read low; 290,000 tested, 0.67% active; AID 2472; in the data active = activity change below about -30%
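Coupling enzymes only (glyceraldehyde-3-phosphate) + compound, at 57.5 uM final, 10 min RT; add substrate/coupling/AmpLite Red mix, 20 min RT; fluorescence ex 525/em 598 nm. Actives flag coupling-system interference.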
Giardia kill = kills Giardia lamblia | Giardia lamblia trophozoite viability | activity change, % at 7.66 µM, hits read low | 340,000 tested, 0.15% active | AID 540267; in the data active = activity change below about -80%; inconclusive = between about -30% and that limit;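 also: parasites exposed to compound for two days anaerobically before the ATP read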
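ATP-content bioluminescence gauges trophozoite survival. Cells (100/well) receive compound and incubate anaerobically for 48 hrs at 37 deg C; detection reagent follows for 15-30 min at room temperature.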
BCR signal inh = inhibitors of chronic active B-cell receptor signaling. ABC-DLBCL IkBa-CBG/CBR reporter, luminescence ratio, 4 h. Potency, µM (top dose mostly 46.1 µM), without a hit: at the top dose ratio change, negative = lower green/red ratio, most hits filed as inhibitors. 340,000 tested, 0.05% active; active = well fitted inhibition curve with a large enough effect in the signal ratio, with a control signal flat, not every such curve was filed as active; inconclusive = small, poorly fitted or top-dose-only effect, or effect the other way, or a change in a side signal; the % refers to the signal ratio;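 also: potency is read from the fitted curve at half-maximal effect; plate controls were basal doxycycline-induced cells for no effect and cells given 10 µM MG132 for full effect; MG132 reads +100%, hits lower the ratio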
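TMD8 ABC-DLBCL cells carrying doxycycline-inducible green luciferase fused to IkappaBalpha plus unfused red luciferase were exposed to compounds (up to 46 uM) for 4 hrs at 37C. Activity came from the overlap-corrected green/red luminescence ratio.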
uPA surface inh = cell surface uPA generation inhibition | cell surface uPA generation assay, qHTS | Potency, µM (top dose mostly 38.3 µM), for the others: at the top dose activity change, negative = inhibition, hits mostly inhibitors | 330,000 tested, 0.31% active; active = well fitted inhibition curve with a large enough effect; inconclusive = small, poorly fitted or top-dose-only effect; inactive = no such curve, though single readings can be large or run the other way; tested in mouse RAW 264.7 cells; also: potency is read from the fitted curve at half-maximal effect; nearly all actives have a fitted effect of over 55% in size
B2AR arrestin = agonists driving beta-arrestin recruitment to human beta2-adrenergic receptor | P07550 | beta-arrestin recruitment to beta2AR, cell-based reporter | Potency, µM (highest dose often 46.1 µM), for inactives: at the highest dose activation, actives largely listed as activators | 330,000 tested, 0.02% active | AID 492947;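 also: potency is read from the fitted curve at half-maximal effect; 0% = DMSO controls and full agonism = EC100 isoproterenol or metaproterenol; nearly all actives have a fitted effect of over 65% in size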
Active calls of the source: *; ? = inconclusive; . = not tested or not shown; & = joins results of further samples; [ ] = remark or other dose. Unless noted, calls follow the shape of the dose curve; as a rule, active = well fitted curve in the direction sought with a large enough effect; inconclusive = small, poorly fitted or top-dose-only effect, or another doubt; inactive = no such curve, though single readings can be large; an effect the other way counts as inactive or inconclusive. Unless noted, % is scaled to controls: 0 for no effect and ±100 for the full control effect.

SMILES	GALK inh	KCNH2 WT inh	USP2a inh	KCNH2 3.1 inh	PKM2 activator	Eya2 inh	FBPA coupling cs	Giardia kill	BCR signal inh	uPA surface inh	B2AR arrestin
CC1(C(=O)NCCc2c[nH]c3ccccc23)C=CCN1C(=O)c1ccccc1 (configuration not stated)	.	2	3%	2	-6%&-6%	-5%	1&-2	-10	0%	-5%	-1.7%
Cc1cc(N2CCN(c3ccccc3Cl)CC2)n2cc(-c3ccccc3)nc2n1	4%	-15	-3%	-38	-3%	-25%	1	5	6%	-10%	0.1%
CCCCN(C(=O)NC(=O)C1=C(N2CCOCC2)/C(=C/c2ccccc2)CC1)S(C)(=O)=O	1%	1	3%	4	5%	8%[15.4 µM]	3	-1	-11%	-15%	-0.3%
C=CCn1c(SCC(=O)Nc2c(C)n(C)n(-c3ccccc3)c2=O)nc2ccccc2c1=O	.	2	0%	-1	.	-4%	.	6	1%	16%	0.4%
O=C(NCCc1ccccc1)C(c1ccccc1)N(C(=O)c1csnn1)C1CC1 (configuration not stated)	1%	-6	0%	11	2%	5%	-2	-10	1%	4%	0.3%
S=C(NCCSCc1ccccc1Cl)Nc1ccccc1	2%	-4	0%	-16	2%	4%	2	-4	-1%	-2%	-0.3%
CCOc1cc(C(=O)OCC(=O)Nc2cc(C)on2)cc(OCC)c1OCC	0%	6	0%	-1	2%	2%	9	0	1%	.	0.1%
CC1CCCCC1NC(=O)Cn1c(=O)oc2cc(S(=O)(=O)N3CCCC3)ccc21 (configuration not stated)	.	-20	-3%	-1	2%	0%	4	-14	5%	-1%	0.4%
COC(=O)Cc1ccc(NC(=S)NCCSc2ccc(C)cc2)cc1	-2%	6	-1%	-9	0%	4%	0	1	-4%	6%	-0.9%
COc1cccc(NC(=S)N2CCc3cc(OC)c(OC)cc3C2)c1	8%	-9	3%	8	0%	?	2	-1	-13%	-3%	-0.8%
Cc1cc(N/N=C2\CC(C)CC(C)(C)C2)nc2ccccc12 (configuration not stated)	-1%	-22	-1%	4	2%	-2%	-1	-8	1%	8%	0.1%
CCOC(=O)c1nnn(-c2nonc2-n2cccc2)c1CN1CCC(C)CC1	.	9	-2%	-1	-7%	-6%	0	15	15%	8%	0.2%
COC(=O)c1ccccc1NC(=O)c1cnn2c(C(F)F)cc(C3CC3)nc12	-2%	-3	1%	-9	-16%	22%	-1	11	-10%	2%	0.1%
Cc1cccc(CN2CCN(C(C)C(=O)NC(C)c3ccccc3)CC2)c1 (configuration not stated)	3%	3	-6%	-22	.	-4%	0	4	-1%	3%	-0.4%
CN(C)S(=O)(=O)c1cc(NC(=O)CN2CCc3ccccc32)ccc1Cl	-1%	-6	-6%	-3	-11%	-4%	-29	10	-7%	2%	0.3%
Cc1cccc(C)c1NC(=O)C(=O)NCCCN1CCOCC1	-1%	-6	2%	1	-2%	3%	1	-1	0%	-16%	-0.5%
O=C(NCc1ccccn1)c1ccc(Cl)cc1Cl	1%	-12	1%	-3	-2%	8%	2	-5	1%	-27%	-0.3%
Cc1cc(NC(=O)c2cnn3cccnc23)n(-c2ccccc2)n1	0%	2	-1%	10	-8%	-7%	2	17	0%	.	-0.1%
CSc1ccc(C2N=C(c3ccccc3)NO2)cc1 (configuration not stated)	14%	-1	0%	1	20%	-5%	1	-3	?	-1%	-0.9%
CN1C(=O)c2c(sc3c2CCCC3)NC1c1ccccc1O (configuration not stated)	-1%	.	-1%	.	0%	4%	-7	.	4%	.	-0.6%
Cc1cc(Br)ccc1NC(=S)N1CCOCC1	3%	-1	-2%	-3	3%	-2%	6	24	-7%	-2%	-0.4%
COC(=O)[C@@]1(Cc2ccccc2)[C@H]2C(=O)N(C)C(=O)[C@H]2[C@H]2CN=C(SCc3ccc(Cl)cc3)N21	.	-8	-2%	?	.	1%	.	10	-4%	-3%	-0.8%
COc1ccc(/C=N/n2c(-c3n[nH]c4c3CCC4)n[nH]c2=S)c(OC)c1OC	-1%	-8	0%	4	1%	9%	0	7	-6%	-26%	-0.1%
CCN1/C(=C/C(=S)Nc2ccccc2)Sc2ccccc21	-1%	-2	-3%	10	4%	-23%	-3	20	?	-25%	11%
NC(N)=Nc1nc2cc([N+](=O)[O-])ccc2o1	-2%	-19	-1%	9	-4%	10%	-1	7	-4%	3%	-0.2%
Cn1c(SCC(=O)OCc2ccccc2)nnc1-c1ccco1	-2%	-3	1%	-7	-14%	-19%	1	7	?	-1%	0.3%
O=C1N=C(N2CCN(c3ccccc3)CC2)S/C1=C/c1ccco1	7%	2	3%	-17	0%	?	4	-16	?	6%	0.3%
CCn1c(COc2ccccc2)nnc1SCC(=O)Nc1cc(OC)ccc1OC	-5%	-4	4%	-5	4%	?	-1	9	?	-3%	-0.6%
CC(C)(C)OC(=O)N1CCOCCOCCN(C(=O)OC(C)(C)C)CCOCC1	2%	-17	3%	1	-4%	13%	5	12	-7%	14%	0.2%
CC(=O)N1CCN(C(=O)CCc2c[nH]c3ccccc23)CC1	7%	14	1%	7	0%	5%	4	15	-1%	1%	0.0%
O=C1C2CCCN2C(=S)N1Cc1ccccc1 (configuration not stated)	1%	0	4%	10	3%	0%	0	9	-10%	-2%	-0.4%
COc1ccccc1CCNC(=O)c1cc(-c2ccccn2)nc2ccc(Br)cc12	1%	.	3%	.	3%	7%	0	.	2%	.	-0.3%
O=C(Nc1ccccc1Br)c1cc[n+]([O-])cc1	14%	1	3%	-4	7%	9%	1	-14	-2%	4%	0.4%
O=C(O)C(=O)Nc1ccc(NC(=O)C(c2ccccc2)c2ccccc2)cc1	.	-7	2%	-5	.	?	15	4	-20%	3%	0.4%
COC(=O)c1ccc(C2/C(=C(/O)c3ccc4c(c3)CC(C)O4)C(=O)C(=O)N2Cc2ccncc2)cc1 (configuration not stated)	2%	-1	5%	10	.	-1%	.	18	-17%	-7%	-0.6%
Cc1onc(-c2c(Cl)cccc2Cl)c1C(=O)N(C)Cc1ccccc1	-2%	8	1%	29	-1%	-21%	-1	11	0%	5%	0.1%
FC(F)Oc1ccc(NC(=S)Nc2ccc3cn[nH]c3c2)cc1	-2%	-1	1%	1	3%	-10%	-12	-7	4%	1%	-0.2%
O=C1c2ccccc2C(=O)N1CCCn1ccnc1	8%	12	-1%	-10	11%[11.5 µM]	7%	1	11	0%	-6%	-0.6%
COc1ccc(N2C(=O)CC(Cc3ccccc3)C2=O)cc1 (configuration not stated)	-3%	3	-1%	-11	0%	-14%	0	0	3%	4%	-0.4%
Cc1ccc(-c2cc(Cc3cccs3)c(=O)[nH]n2)cc1	.	1	2%	9	3%	-8%	5	2	0%	2%	0.5%
Cc1cccc(NC(=O)c2ccc(S(=O)(=O)N3CCCCCC3)cc2)n1	.	9	0%	-4	.	-30%	.	0	9%	2%	0.2%
CC(=O)Nc1ccc(S(=O)(=O)Oc2cccc(N3C(=O)C4CCCCC4C3=O)c2)cc1 (configuration not stated)	-3%	-6	-1%	-1	0%	19%	0	0	-12%	.	-1.4%
CC(C)COc1cccc(-c2cc(C(=O)N/N=C/c3ccncc3)c3ccccc3n2)c1	-5%	4	3%	.	.	-1%	.	-21	0%	-7%	0.2%
O=C(O)c1ccccc1C(=O)OCc1ccccc1	0%	6	.	7	-4%	.	17	8	.	9%	.
COc1cc(/C=N/NC(=O)c2nonc2C)ccc1O	10%	1	0%	.	-16%	-23%	-1	4	?	3%	-0.1%
O=S(=O)(c1ccccc1)N(Cc1ccccn1)Cc1ccccn1	.	20	2%	7	.	-26%	2	16	?	-14%	-0.1%
COc1ccc(N2CCN(C(=O)Cn3cnc4c(cnn4-c4ccccc4)c3=O)CC2)cc1	9%	3	3%	-3	.	-2%	-1	1	-6%	-2%	0.0%
CC1OC23CCCCC2C(C#N)(C(=N)O3)C1(C#N)C#N (configuration not stated)	-2%	1	6%	3	-5%	3%	0	-9	-16%	1%	-0.3%
COc1cccc(NC(=O)COC(=O)/C=C/c2ccc(Cl)cc2Cl)c1	1%	0	2%	8	1%	-3%	1	-7	-2%	2%	-0.8%
CCCCOc1ccc(NC(=O)CN2CCN(C(=O)OCC)CC2)cc1	1%	-11	2%	11	1%	4%	1	4	-6%	2%	-0.1%
CCn1nc(C)cc1C(=O)Sc1ccc(C)cc1	1%	0	0%	-10	-1%	6%	0	-10	3%	-9%	-0.2%
CCCCCCCNC1=CC(=O)CC(c2ccccc2)C1 (configuration not stated)	-1%	-19	-1%	?	-2%	2%	4	-1	-9%	8.9µM*	0.2%
Cc1cc(C)cc(-c2nnc(SCC(=O)NCc3cccs3)o2)c1	4%	9	3%	8	1%	-35%	-4	2	-8%	15%	0.1%

An unsorted share of the library. About 2.4% of those tested had a hit in this group.
